Compound activity: PubChem, The Scripps Research Institute Molecular Screening Center
PAFAH1B3 FP inh = PAFAH1B3 enzyme inhibitors, primary screen, biochemical, fluorescence polarization, human; AID 492972, 2010; recombinant PAFAH1B3, FP-rhodamine probe; inhibition, % at 3.39 µM; 0.28% of 340,000 active; Platelet-activating factor acetylhydrolase IB subunit alpha1 (Homo sapiens), Q15102;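 active = inhibition above the screen-wide average of all tested compounds plus 3 SD, cut at about 25% in these data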;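 also: 0% = enzyme with DMSO only and 100% = wells lacking PAFAH1B3 protein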
PAFAH2 FP inh = PAFAH2 enzyme inhibitors, primary screen, biochemical, fluorescence polarization, human; Platelet-activating factor acetylhydrolase 2, cytoplasmic (Homo sapiens), Q99487; recombinant PAFAH2, FP-rhodamine activity probe; inhibition, % at 3.39 µM; 0.99% of 340,000 active;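 active = inhibition above the mean over all tested compounds plus 3 SD, cut at about 30% in these data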;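 also: inhibitors block probe labeling of enzyme so polarization drops; 0% = enzyme with DMSO and 100% = wells lacking PAFAH2 protein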
PAFAH1B2 inh = PAFAH1B2 enzyme inhibitors, primary screen, biochemical, fluorescence polarization, human | 1.2% of 340,000 active | AID 492953, 2010 | inhibition, % at 3.39 µM | Platelet-activating factor acetylhydrolase IB subunit alpha2 (Homo sapiens), P68402 | recombinant PAFAH1B2, FP-rhodamine activity probe;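 active = inhibition above the mean of all tested compounds plus 3 SD, cut at about 24% in these data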;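 also: 0% = enzyme with DMSO and 100% = wells lacking PAFAH1B2; many of its hits are not listed in these tables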
Target sequence (P68402 whole entry, looked up): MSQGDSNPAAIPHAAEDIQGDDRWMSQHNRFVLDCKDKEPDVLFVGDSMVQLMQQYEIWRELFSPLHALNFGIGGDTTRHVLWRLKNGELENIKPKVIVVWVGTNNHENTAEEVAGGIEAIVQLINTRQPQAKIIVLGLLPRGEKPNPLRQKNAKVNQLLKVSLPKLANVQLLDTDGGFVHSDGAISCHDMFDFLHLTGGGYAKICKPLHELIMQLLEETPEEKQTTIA
LYPLA1 inh = LYPLA1 inhibitors, primary screen, counter-screen for PME1 inhibitor project, biochemical, fluorescence polarization, FP-Rh probe ABPP | Acyl-protein thioesterase 1 (Homo sapiens), O75608 | recombinant LYPLA1 | inhibition, % at 5.9 µM | 0.16% of 320,000 active | AID 2174, 2009;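 active = inhibition above the mean of all tested compounds plus 3 SD, set per campaign, cut at about 14% in these data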;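 also: inhibitors block serine hydrolase probe labeling of LYPLA1 so polarization falls; 0% = enzyme with DMSO and 100% = wells lacking LYPLA1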
PAD4 FP inh = human PAD4 inhibitors, primary screen, biochemical, fluorescence polarization, 1536-well format; inhibition, % at 6.36 µM; 0.41% of 330,000 active; Protein-arginine deiminase type-4 (Homo sapiens), Q9UM07; AID 485272, 2010; recombinant PAD4, RCA probe fluorescence polarization;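 active = percent inhibition above a cutoff equal to the mean of all tested compounds plus 3 SD, cut at about 15% in these data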;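 also: 0% = PAD4 with RCA probe and DMSO and 100% = probe without PAD4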
Target sequence (Q9UM07 whole entry, looked up): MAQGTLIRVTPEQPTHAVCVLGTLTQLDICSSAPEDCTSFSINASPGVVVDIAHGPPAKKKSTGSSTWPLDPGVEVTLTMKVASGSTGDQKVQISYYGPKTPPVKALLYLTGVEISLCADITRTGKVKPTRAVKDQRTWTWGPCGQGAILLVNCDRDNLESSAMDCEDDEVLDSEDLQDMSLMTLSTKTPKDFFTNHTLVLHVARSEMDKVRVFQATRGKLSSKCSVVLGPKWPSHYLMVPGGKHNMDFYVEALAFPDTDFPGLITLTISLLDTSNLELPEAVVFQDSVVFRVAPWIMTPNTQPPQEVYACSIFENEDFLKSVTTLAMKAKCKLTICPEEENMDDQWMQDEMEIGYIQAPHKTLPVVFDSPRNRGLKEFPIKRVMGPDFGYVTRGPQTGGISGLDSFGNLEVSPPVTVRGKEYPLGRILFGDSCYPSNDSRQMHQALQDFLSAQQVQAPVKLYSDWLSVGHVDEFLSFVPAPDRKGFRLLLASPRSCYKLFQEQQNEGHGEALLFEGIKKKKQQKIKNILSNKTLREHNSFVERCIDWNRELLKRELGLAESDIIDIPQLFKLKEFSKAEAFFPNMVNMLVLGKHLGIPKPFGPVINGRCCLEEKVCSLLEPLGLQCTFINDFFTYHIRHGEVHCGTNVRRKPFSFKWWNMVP
pPAFAH FP inh = pPAFAH enzyme inhibitors, primary screen, biochemical, fluorescence polarization, human. recombinant pPAFAH, FP-rhodamine probe fluorescence polarization. inhibition, % at 3.39 µM. 1.5% of 330,000 active;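 active = inhibition above the mean inhibition across the screen plus 3 SD, cut at about 25% in these data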;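 also: inhibitors block binding of the rhodamine activity-based probe so polarization drops; 0% = enzyme with DMSO and 100% = wells lacking pPAFAH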
PREPL inhibitor = PREPL enzyme inhibitors, primary screen, biochemical, fluorescence polarization | Prolyl endopeptidase-like (Homo sapiens), Q4J6C6 | recombinant PREPL, fluorescence polarization activity-based probe | 0.68% of 320,000 active | inhibition, % at 5.96 µM; in the data active = inhibition above about 43%;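 also: 0% = enzyme with DMSO and 100% = wells lacking enzyme; many of its hits are not listed in these tables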
LYPLA2 inh = LYPLA2 inhibitors, primary screen, counter-screen for PME1 inhibitor project, biochemical, fluorescence polarization, FP-Rh probe ABPP | Acyl-protein thioesterase 2 (Homo sapiens), O95372 | recombinant LYPLA2 | inhibition, % at 5.9 µM | 0.38% of 320,000 active | AID 2177, 2009;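 active = inhibition above the screen-wide mean plus 3 SD, limit set per campaign, cut at about 26% in these data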;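 also: 0% = LYPLA2 with DMSO and 100% = wells lacking LYPLA2 enzyme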
GSTO1 inh = inhibitors of recombinant GSTO1, primary screen, counter-screen for RBBP9 inhibitor project, biochemical, fluorescence polarization | Glutathione S-transferase omega-1 (Homo sapiens), P78417 | activity-based probe fluorescence polarization | inhibition, % at 5.96 µM | 1.1% of 300,000 active | AID 1974, 2009;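 active = inhibition above the campaign mean inhibition plus 3 SD, cut at about 35% in these data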;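 also: 0% = GSTO1-1 with DMSO and 100% = wells lacking GSTO1-1 enzyme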
Active calls of the source: *; · = not tested or not shown.

#	SMILES	PREPL inhibitor	pPAFAH FP inh	PAFAH1B3 FP inh	PAFAH1B2 inh	PAFAH2 FP inh	LYPLA1 inh	PAD4 FP inh	LYPLA2 inh	GSTO1 inh
1	COc1ccc(/C=N/NC(=O)c2nn(-c3ccc(Cl)cc3)c(=O)c3c(N)scc23)cc1	25	22	8	10	5	-8	-9	-4	24
2	CCCCN(CC(=O)NC(C)(C)C)C(=O)C(=O)Nc1ccc2c(c1)OCCO2	0	2	11	3	-1	-1	-2	-1	1
3	Cc1cccc(N(C)C(=O)c2cc(S(=O)(=O)N3CCCCC3)c[nH]2)c1	8	-1	-3	4	-3	4	4	9	3
4	O=C(O)/C=C/c1cccnc1	-7	-4	8	1	8	0	-3	4	7
5	NC(=O)/C=C\c1cn(-c2ccccc2)nc1-c1ccc2c(c1)OCCO2	6	1	-5	-1	-5	-10	-2	-4	-7
6	COc1cc(S(=O)(=O)N2CCN(c3ccccc3)CC2)ccc1Cl	-14	-2	2	6	3	-1	-1	3	-1
7	C[C@H](CO)N1C[C@H](C)[C@@H](CN(C)C(=O)Nc2ccc(C(F)(F)F)cc2)Oc2ccc(NC(=O)c3ccncc3)cc2C1=O	51*	-1	11	2	6	·	-2	·	·
8	CC(C)OCCCNC(=O)c1cc(-c2cccs2)nc2ccccc12	4	3	7	2	3	2	-2	10	-2
9	CCOC(=O)c1cnc2ccc(OCC)cc2c1N(C)Cc1ccccc1	8	10	6	2	2	-3	-13	-6	-5
10	Cc1cc(=O)[nH]c(SCCOc2cccc(C(F)(F)F)c2)n1	-3	4	15	10	3	1	-1	8	1
11	Cc1ccc(NS(=O)(=O)c2ccc(-n3cccn3)cc2)cc1F	-36	16	4	2	6	1	2	0	7
12	O=C(COc1ccccc1Cl)NCc1ccncc1	-2	4	11	-1	3	-1	5	7	-2
13	Cc1ccc(N2CCN(C(=O)NC3CCCCC3)CC2)c(C)c1	14	0	7	-1	-10	-2	-2	2	0
14	COc1ccccc1N1C(=O)c2ccc(C(=O)Nc3ccccc3O)cc2C1=O	4	1	3	2	2	-6	-1	-4	5
15	C=CCn1c(SCc2csc(-c3ccc(C)cc3)n2)nnc1-c1ccccc1OC	-19	2	6	1	-7	-2	1	5	1
16	O=C(CCN1C(=O)/C(=C/c2ccccc2Cl)SC1=S)N1CCCC1	19	1	-4	8	-2	4	0	1	5
17	COc1ccc(C(=O)NC2CC2)cc1OC1CCN(Cc2ccc(F)c(F)c2)CC1	-2	7	10	0	0	3	-1	-2	1
18	O=[N+]([O-])c1ccccc1SNc1ccc(Br)cn1	-10	1	-4	2	0	-4	6	14	4
19	Cc1cc(-c2cc(C(=O)Nc3ccccc3)on2)nc(NC2CCCC2)n1	-8	3	·	·	·	-7	3	-4	-8
20	Cc1cnn(-c2cc(Oc3ccccc3)ncn2)c1	15	0	-4	3	-3	0	2	8	3
21	Cc1cc(C)n(-c2ccc(C(=O)OCC(=O)Nc3ccccc3F)cc2)n1	4	24	5	3	62*	·	0	·	·
22	O=C(CN1CCN(Cc2ccccc2)CC1)NNC(=O)c1ccc(Cl)cc1	19	3	5	-4	0	-1	-5	-4	5
23	CCCCn1c(N)c(N(CCOC)C(=O)COC(=O)CSc2cc(C)c3ccccc3n2)c(=O)[nH]c1=O	1	9	-2	1	6	2	3	7	-1
24	COc1ccc(C2C(C)C3(O)CC(C#N)(C(=O)N3)C2(C#N)C#N)cc1 (centres undefined)	-4	4	10	4	6	-2	-5	-1	-2
25	O=C(COc1cccnc1[N+](=O)[O-])N1N=C(c2ccc(Cl)cc2)CC1c1ccco1 (centres undefined)	-94	6	6	3	6	0	-1	-4	-2
26	Cc1ccc2nc(COC(=O)c3cnccn3)cc(=O)n2c1	5	0	8	-2	-1	·	-5	·	·
27	Cc1cc(=O)n(C)c(=O)n1CC(=O)N1CCCCCC1	1	-1	3	3	4	1	-1	0	9
28	CCCCn1nnc(NC(=O)CCC)n1	3	8	3	4	-8	1	1	-1	0
29	O=c1c2ccccc2nnn1Cc1nnc(-c2ccccc2Br)o1	12	-6	3	2	9	1	3	6	1
30	O=S(=O)(c1ccc(Cl)nc1)N1CCCCC1	4	0	2	11	5	-5	3	-1	6
31	c1ccc2nc3ccccc3nc2c1	4	2	7	6	-2	-4	1	-1	3
32	CCN(CC)CCN1C(=O)C(=O)/C(=C(/O)c2ccncc2)C1c1ccccc1 (centres undefined)	4	-5	-7	0	10	-2	-4	-8	6
33	O=C(O)c1ccc(S(=O)(=O)NC2CCCCCC2)cc1	3	9	4	22	-1	4	-3	10	10
34	CN(C)/C=C/C(=O)c1ccc([N+](=O)[O-])c(CS(=O)(=O)c2ccccc2)c1	18	14	-1	2	-3	1	0	2	1
35	CCCCn1c(=O)[nH]c(=O)c2c1nc(-c1ccc(C#N)cc1)n2C1CCCC1	10	0	-6	-7	-7	-6	0	-7	-2
36	CCOc1cccc(C=NNc2ccc(S(=O)(=O)Nc3ccccc3C(=O)O)cc2[N+](=O)[O-])c1O	27	30*	9	16	7	·	2	·	·
37	COc1ccc(C(CNC(=O)c2ccc(Cl)c(S(=O)(=O)N3CCCC3)c2)N2CCCC2)cc1 (centres undefined)	-5	2	3	4	5	1	0	-2	·
38	NC(=O)COc1ccc(C(=O)NCC2(N3CCOCC3)CCCCC2)cc1	1	0	11	6	4	-2	2	-1	·
39	COc1ccccc1CC(=O)Nc1cc(OC)c(NC(=O)c2ccccc2)cc1OC	17	9	7	-1	-9	-2	-4	3	-3
40	O=C(Nc1cc2c(cc1Br)OCCO2)c1ccc(=O)[nH]c1	0	3	-4	3	5	·	-1	·	·
41	Cn1c(=O)c(=O)n(C)c2cc(N3CCOCC3)c(NS(=O)(=O)c3ccc([N+](=O)[O-])cc3)cc21	20	0	3	10	0	3	-2	2	3
42	COC(=O)C1=CN(CCCN2CCCC2=O)C=C(C(=O)OC)C1c1ccccc1C(F)(F)F	5	5	17	1	-7	-1	-1	0	4
43	Cc1nc(C(=O)N/N=C/c2[nH]ncc2Br)cs1	10	-1	3	-3	6	0	-3	-5	-3
44	O=C(O)CCS(=O)(=O)c1ccccc1Cl	4	2	0	8	3	0	-3	1	4
45	O=C(Cn1cnc2c(OCc3ccccc3)ncnc21)NCc1nc2ccccc2[nH]1	-9	-1	0	2	-3	·	-1	·	·
46	COc1cc(OC)c(/C=N/NC(=O)c2ccncc2)cc1Br	-9	-1	·	·	·	-4	-6	1	-2
47	O=C(/C=C/c1ccc(F)cc1)NNC(=O)CCN1CCN(Cc2ccccc2)CC1	-7	0	11	1	3	0	-8	-4	-7
48	CCOC(=O)C1(Cc2ccc(Cl)cc2)CCN(C(=O)CCc2ccncc2)CC1	11	3	-5	-2	-2	-5	-2	-10	4
49	CCN(C(=O)COc1ccccc1C(=O)NCc1ccccc1)C1CCS(=O)(=O)C1 (centres undefined)	0	-3	1	-3	3	1	-6	1	·
50	Cc1ccc(-c2cc(Cc3ccccn3)c(=O)[nH]n2)cc1	-53	0	5	1	-5	-3	3	1	9
51	O=C(NCCN1CCOCC1)c1cnn2c(-c3ccccc3)cc(-c3ccccc3)nc12	3	8	-4	0	0	-4	-3	-5	7
52	O=Nc1c(-c2ccccc2)[nH]n(-c2ccccc2)c1=O	4	2	9	2	1	3	-4	9	16
53	COc1ccc(N(C2CSC2)S(=O)(=O)c2ccccc2)cc1	9	0	-2	3	8	-3	0	3	4
54	CCCOc1cccc(C2/C(=C(/O)c3ccc(OC)cc3)C(=O)C(=O)N2CCN(C)C)c1 (centres undefined)	5	-1	-4	-2	-6	1	4	-1	-2
55	COc1ccc(C(=O)NCC(=O)Nc2ccccc2)cc1OC	9	-2	6	3	-1	-2	2	4	-6
56	CCOc1cc(CNc2ccc(N3CCCCC3)cc2)cc(Br)c1OCC(=O)NC(C)(C)C	13	2	8	7	1	-8	3	-3	33
57	Cc1ccc2c(c1)N(CCC(=O)NCc1ccc3c(c1)OCO3)C(=O)CO2	9	3	0	10	-3	0	3	1	9
58	COCCNC(=O)c1nn2c(C(F)(F)F)cc(-c3ccccc3)nc2c1Cl	-6	6	7	0	7	2	3	-1	-1
59	Cc1ccc(N/N=C(\C#N)C(=N)N2CCOCC2)cc1	0	0	-8	4	4	-2	2	2	7
60	O=[N+]([O-])c1cccc(-c2noc3c2-c2nc(Cc4cccc5ccccc45)sc2CC3)c1	12	7	8	1	3	3	1	-4	0

Additional structures:
#	SMILES	PREPL inhibitor	pPAFAH FP inh	PAFAH1B3 FP inh	PAFAH1B2 inh	PAFAH2 FP inh	LYPLA1 inh	PAD4 FP inh	LYPLA2 inh	GSTO1 inh
61	COc1ccc(-c2nc3cnccn3c2NC2CCCCC2)cc1-c1cccc(Cl)c1	37	12	5	4	-2	·	6	·	·
62	Cc1cccc(NC(=O)C2CC2c2ccccc2)c1C (centres undefined)	6	4	0	7	9	6	-11	2	-4
63	Cc1ccccc1N1CCN(C(=S)c2ccccc2)CC1	8	5	2	0	6	1	2	5	4
64	COc1ccc(-c2cc(C(F)(F)F)nc(-n3cc(Br)cn3)n2)cc1	-3	3	-3	1	-1	-10	-2	-3	-10
65	COC(=O)c1sc2nc(C)nc(SCC(=O)N3CCC(C(=O)O)CC3)c2c1C	0	2	1	0	-1	5	-3	10	-38

These rows are one share of the data; count on the stated rates, not on these rows.
